Assay outcomes as filed in PubChem BioAssay.
KKLEB cytotox = cytotoxicity in KKLEB CF airway cells, primary screen, cytotoxicity control for CF NF-kB inhibitor project, cell-based, uHTS, fluorescence assay plates; KKLEB CF airway cells viability, ATPlite luminescence, overnight; active compounds read low; cells stimulated with P. aeruginosa culture filtrate; activity change (cytotoxicity), % at 5 µM; 360,000 compounds, 0.36% hits; AID 602141, 2011;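 active = corrected activity change at or below -50% at 5 µM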
Shn3 inh set2 = reduction of Shn3 3'UTR firefly luciferase signal, primary screen, Schnurri-3 inhibitor project, cell-based, Clone20 osteoblasts, set 2. Clone20 osteoblast Shn3 3'UTR firefly luciferase, 24 h. inhibition, % at 12.5 µM. 360,000 compounds, 0.52% hits;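 active = mean inhibition of at least 75% with every replicate also reaching 75%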;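 also: 0% = median of neutral control wells and 100% = pilot-screen positive control compound; some compounds past the cut are filed as inactive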
iPSC survival up = enhancers of single-cell hiPSC survival, primary screen, ATPlite luminescence | 100% = ROCK inhibitor wells, 0% = DMSO | survival enhancement, % at 20 µM | 360,000 compounds, 0.044% hits | AID 602274, 2012; in the data active = survival enhancement above about 18%;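 also: cells exposed to compounds for 16 hours before the ATP read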
CF NFkB block = inhibitors of PAF-induced NF-kB signaling, primary screen, cell-based, GFP fluorescence, uHTS; KKLEB NF-kB-GFP reporter, GFP fluorescence overnight; inhibition, % at 5 µM; 360,000 compounds, 0.86% hits; AID 588850, 2011;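 active = at least 50% inhibition at 5 µM, scaled per plate between neutral and stimulator controls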;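 also: PAF is a Pseudomonas aeruginosa culture filtrate used as stimulus; plate controls were PAF-stimulated DMSO wells for no effect and unstimulated DMSO wells for full effect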
aDG glyco up = activators of alpha-DG glycosylation, primary screen, uHTS, Pro5-aDG cells, AlphaScreen; alpha-DG glycosylation AlphaScreen (IIH6); 0% Pro5, 100% B10-LARGE cell signal; activation, % at 10 µM; 360,000 compounds, 0.22% hits; AID 624168, 2012;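 active = activation of at least 8% versus controls, or a plate z-score of at least 8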;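 also: Pro5 are CHO cells carrying HIG-tagged alpha-DG that lacks glycosylation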
NR2E3 ag-1 = inhibitors of NR2E3-RetCOR corepressor binding, primary screen, NR2E3 agonist project, biochemical, TR-FRET, GST-NR2E3, biotin-RetCOR; Photoreceptor-specific nuclear receptor (Homo sapiens), Q9Y5X4; 1536-well; inhibition of corepressor binding, % at 4.78 µM; 320,000 compounds, 0.12% hits; AID 2300, 2010;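 active = percent inhibition above the cutoff of mean plus 3 SD of all tested compounds, set per screening campaign, cut at about 20% in these data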;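 also: 0% = DMSO wells and 100% = biotin wells as full block of FRET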
Target sequence (Q9Y5X4 whole entry, looked up): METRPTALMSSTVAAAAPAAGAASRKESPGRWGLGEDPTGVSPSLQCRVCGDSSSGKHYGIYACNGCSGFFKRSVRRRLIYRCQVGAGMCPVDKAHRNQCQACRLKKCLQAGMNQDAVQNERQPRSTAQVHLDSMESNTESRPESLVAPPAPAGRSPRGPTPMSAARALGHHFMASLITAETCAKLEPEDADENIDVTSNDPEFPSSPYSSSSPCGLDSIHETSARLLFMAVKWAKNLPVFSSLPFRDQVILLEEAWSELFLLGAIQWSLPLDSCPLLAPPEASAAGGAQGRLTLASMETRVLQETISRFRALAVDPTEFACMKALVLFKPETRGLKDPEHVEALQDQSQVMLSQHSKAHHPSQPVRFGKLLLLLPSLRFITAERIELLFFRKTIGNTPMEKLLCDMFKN
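Test system – NR2E3–RetCOR corepressor complex · Quantity – NR2E3 fusion 1.35 nM · Buffer or medium – Tris pH 7.5 · Incubation – Compound–protein incubation for 5 h at 4 °C · Technique – TR-FRET, Eu(K)-anti-GST donor, streptavidin-D2 acceptor, ex 340, em 617/671 nm · Evaluation – percent inhibition of 671/617 nm emission ratio versus biotin and DMSO controls · Plate – 1536-well format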
HIF-2a inh = HIF-2a reporter inhibitors, primary screen, luminescence, 786-0 RCC cells. inhibition, % at 18.8 µM. 360,000 compounds, 0.72% hits. 786-0 RCC cells HIF-2a reporter, luciferase luminescence, overnight;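 active = inhibition of the luminescence signal of 40% or more relative to plate controls, in a single-dose primary screen at 18.75 µM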
NR2E3 ag-2 = NR2E3 agonists in two-hybrid cells, primary screen, cell-based, luminescence, CHO-S, Gal4-NCOR/VP16-NR2E3. 360,000 compounds, 0.35% hits. inhibition of corepressor binding, % at 3.98 µM. luciferase. Photoreceptor-specific nuclear receptor (Homo sapiens), Q9Y5X4. AID 602229, 2012;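 active = inhibition above the mean of all tested compounds plus 3 SD, cut at about 70% in these data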;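 also: 0% = DMSO with NR2E3 transfected cells and 100% = cells lacking NR2E3 construct; higher means lower luciferase signal from less NR2E3 corepressor binding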
MITF TRPM1 inh = inhibitors of MITF-dependent TRPM1 promoter reporter, primary screen, cell-based, SK-MEL-5, single point, luciferase | inhibition, % at 12.5 µM | SK-MEL-5 TRPM1 promoter luciferase, 24 h | 330,000 compounds, 0.83% hits;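 active = mean inhibition across replicates of 60% or more, whatever share of single replicates reaches that level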; also: values of inactives mirror those of a sister screen read the other way
Peg3 promoter = Peg3 promoter-driven luciferase inhibitors, primary screen, cell-based, HeLa, luciferase luminescence; inhibition, % at 20 µM; HeLa PEG-Prom luciferase reporter, overnight; 360,000 compounds, 1.7% hits;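 active = inhibition of at least 50% at 20 µM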
TWEAK-Fn14 inh = inhibitors of TWEAK-Fn14 signaling, primary screen, luciferase reporter cells, uHTS. TWEAK-stimulated Fn14 reporter cells, luciferase luminescence, 8 h. inhibition, % at 10 µM. 360,000 compounds, 2% hits; in the data active = inhibition above about 50%
The depositor's hits bear a star; x = not tested or not shown.

SMILES	KKLEB cytotox	Shn3 inh set2	iPSC survival up	CF NFkB block	aDG glyco up	NR2E3 ag-1	HIF-2a inh	NR2E3 ag-2	MITF TRPM1 inh	Peg3 promoter	TWEAK-Fn14 inh
O=C(CSCc1ccccc1Br)N/N=C/c1ccc(OCC(=O)N2CCCCC2)cc1	-1	-4	0.8	-6	0.4	1	-1	-1	1	5	13
O=C(c1cccs1)N1CCN(S(=O)(=O)c2cccc(Cl)c2Cl)CC1	-6	14	-0.5	16	0.1	x	15	13	-10	15	-16
O=C(COC(=O)CCOc1ccccc1)Nc1cc(S(=O)(=O)N2CCCCC2)ccc1Cl	-4	6	-0.5	-8	0.3	-2	6	9	-12	-2	-15
CN1CC(=O)N(CC(=O)Nc2ccc3c(c2)CCC3)C1=O	-8	-1	-0.6	-10	-0.1	1	2	-2	-17	-6	-23
CC(=O)Nc1sc2c(c1C(c1ccccc1)N1CCOCC1)CCCC2 (stereo not drawn)	6	-23	-0.2	6	0.0	1	16	0	0	29	-18
Cc1cc(C)n(C(=O)CNC(=O)c2ccccc2F)n1	9	-18	-0.4	-11	0.3	1	8	2	-3	-15	-12
Cc1ccc(-c2nc(SCC(=O)Nc3cc(C)on3)c3c(=O)n(C)c(=O)n(C)c3n2)cc1	1	31	-0.1	-11	0.1	1	15	9	11	16	-21
Cc1cc(C)c(NC(=O)C2CCN(C(=O)c3ccco3)CC2)c(C)c1	2	7	0.7	-4	0.0	2	10	-35	-7	-3	2
CCCC(=O)Nc1ccc(C(=O)N/N=C/c2ccc([N+](=O)[O-])o2)cc1	0	27	-1.3	-1	4.0	-1	4	27	25	-15	-1
COc1ccc(Cn2nnnc2C(C(C)C)N2CCN(c3ccccc3OC)CC2)cc1 (stereo not drawn)	2	7	0.2	9	0.7	0	7	-1	4	23	14
C#C[C@]1(O)CC[C@H]2[C@@H]3CCc4cc(OC)ccc4[C@H]3CC[C@@]21C	3	-9	-0.3	-5	0.3	0	-96	-30	-15	-31	1
Cc1cc(N)c(-n2cc3c(=O)n(C)c(=O)n(C)c3c2)cc1C	-5	-11	-3.0	-11	-0.3	-4	-134	-55	-41	-134	1
Cc1ccccc1S(=O)(=O)Nc1ncnc2sccc12	8	0	-0.2	-23	-0.2	4	7	14	3	9	14
Cc1cc(C)c(NC(=O)CS(=O)CC(=O)NC2CCCc3ccccc32)c(C)c1 (stereo not drawn)	-1	-14	-1.4	-6	1.9	0	25	-31	12	-5	1
CCCN(CC(=O)Nc1ccccc1C)C(=O)c1ccc(S(=O)(=O)N2CCCC2)cc1	-1	6	0.2	6	0.0	2	7	-27	6	-1	9
COCc1cc(C)nc(Nc2cc(C)ccc2C)c1C#N	10	-6	3.9	4	0.1	-1	-9	-17	14	-6	-2
CC(=O)Nc1ccc(S(=O)(=O)N(C)CCOCc2ccccc2)cc1	-1	32	12	0	-0.6	4	10	-4	0	-3	5
CCN1CCN(Cc2nc3ccc([N+](=O)[O-])cc3c(=O)n2-c2ccc(OC)cc2OC)CC1	3	0	-0.3	-2	0.1	-1	-5	-23	11	5	7
CCCCn1c(SCC(N)=O)nc2sc3c(c2c1=O)CCC3	-20	4	0.8	17	-0.2	2	22	-3	10	16	-6
CC1(c2nnc(-c3ccc(F)cc3)o2)CC(c2ccc([N+](=O)[O-])cc2)=NO1 (stereo not drawn)	-10	-15	0.0	2	-0.2	1	-14	25	4	-13	-8
O=C(CSCc1ccccc1)N1CCN(Cc2ccc3c(c2)OCO3)CC1	-5	1	3.1	5	-0.2	0	-22	-29	7	10	-25
CCC(C)(C)NC(=O)C(c1cccc(OC)c1OC)N(CCC(C)C)C(=O)CCC(=O)Nc1cc(C)on1 (stereo not drawn)	-13	3	3.7	-18	0.1	-2	20	2	14	15	7
COc1ccc(C2C(C(C)=O)=C(C)Nc3ncnn32)cc1 (stereo not drawn)	4	-3	0.8	-12	0.1	3	14	11	7	9	0
CC(C)Cc1nnc(NC(=O)CCC(=O)N2CCN(Cc3ccccc3)CC2)s1	8	19	1.5	7	0.1	0	4	1	5	14	3
O=C(NCO)c1cccnc1	5	-1	-3.0	-15	0.7	x	9	0	-3	18	-2
C1CCN(CC2CCCCN2)CC1 (stereo not drawn)	16	9	-0.4	0	-0.1	x	0	-4	-2	4	-5
CCOc1ccc(Br)cc1S(=O)(=O)N1CCC(C(N)=O)CC1	4	1	-0.6	-4	0.1	1	7	0	-6	4	0
COc1ccc(NC(=O)c2cc(S(=O)(=O)N3CCCC3)ccc2OC)cc1	-2	57	0.9	21	0.3	6	15	-10	4	16	-9
Cc1ccc2nc(SCC(=O)N3CCOCC3)[nH]c2c1	-18	-29	-0.2	-3	-0.2	3	-149	-104	-54	-232	29
CCCCCC(=O)Nc1cccc(C2=NOC3(C2)C[C@H](C(N)=O)N(C(=O)CC)C3)c1 (stereo partly drawn)	9	-6	3.6	-45	0.1	-1	10	-3	3	-17	-7
COc1cc2ccccc2cc1C(=O)N(CCN(C)C)c1nc2c(F)cc(F)cc2s1	3	3	-0.5	6	-0.2	0	0	-22	-2	-57	-23
COc1ccc(C(NC(=O)c2ccc(=O)[nH]c2)C(=O)Nc2ccc(C(C)C)cc2)cc1 (stereo not drawn)	2	-16	-3.1	-7	-0.5	3	20	-3	-5	0	-4
COc1cc(C(c2sc3nc(C)nn3c2O)N2CCc3ccccc3C2)cc(OC)c1OC (stereo not drawn)	12	11	0.8	-12	-0.2	2	6	33	-11	9	-2
O=C(c1c(F)c(F)c(F)c(F)c1F)N(Cc1ccccc1)Cc1ccccc1	-1	17	7.8	-19	0.4	-6	16	3	6	25	-3
COc1ccc(-c2csc3ncnc(NCCCO)c23)cc1	-5	10	-0.3	49	0.2	5	41*	-31	-3	30	65*
Cc1ccc(S(=O)(=O)c2c(C)nn(C(C)(C)C)c2OC(=O)c2ccco2)cc1	-2	-1	1.8	22	-0.4	2	-18	12	-8	45	33
CCCCNc1nc2c(c(=O)[nH]c(=O)n2C)n1CCCc1ccccc1	-9	-8	3.7	23	0.0	x	5	-11	x	5	2
CC1(C)OC(c2ccccc2)=C/C(=C/C=Nc2ccccc2)O1	-3	16	-0.7	8	0.0	1	-170	1	16	-58	1
O=C(O)CNS(=O)(=O)c1ccc2c(c1)C(=O)c1cc(S(=O)(=O)NCC(=O)O)ccc1-2	-6	-3	0.8	-11	0.1	x	25	-7	0	9	-9
COc1ccc(-c2coc3c(C)c4oc(=O)c(CCC(=O)O)c(C)c4cc23)cc1	2	7	0.0	-19	0.0	1	30	-15	10	9	-5
CCOC(=O)N1CCN(C(=S)NC(=O)c2ccnn2C)CC1	-3	-5	-0.7	4	-0.2	-1	8	-46	2	-4	7
COc1ccc(C(=O)/C=C/N(C)C)cc1	1	-11	-2.2	3	0.0	-1	-30	-16	-8	-22	8
CCCCCN(C(=O)CCCSc1nncs1)c1c(N)n(CCCC)c(=O)[nH]c1=O	-2	-5	-0.9	-18	0.0	2	8	5	9	-2	12
O=C(NN1CCOCC1)c1cccc(F)c1	7	-6	-0.6	10	-0.2	0	7	-2	7	-5	-5
O=C(CCSc1nnc(-c2ccncc2)o1)Nc1ccccc1	7	4	-1.8	-26	-0.2	1	0	6	5	-10	-11
COC(=O)c1ccc(-c2c(-c3ccccc3)ncc3cc(F)ccc23)cc1	3	-27	-3.2	-17	3.2	4	-105	6	-25	-93	-16
Cc1ccc(-c2onc(C)c2C)cc1S(=O)(=O)N1CC(C)Oc2ccccc21 (stereo not drawn)	-8	47	-0.4	-4	0.0	3	0	-28	17	46	40
Cc1ccc(NC(=O)O/N=C/c2ccc(N(C)C)cc2)cc1	-2	-48	0.4	4	-0.1	-1	-169	-62	-50	-242	19
Cc1csc2c(N3CCN(S(=O)(=O)c4ccc(Cl)cc4)CC3)ncnc12	-12	2	-0.1	14	0.2	0	18	3	-33	2	-1
CCN(CC)CCOC(=O)c1cccc(Cl)c1	-6	-3	2.0	-7	0.1	0	23	14	3	10	3
CCCn1c(SCC(=O)N2CCN(C(=O)c3ccco3)CC2)nc2ccccc2c1=O	-1	-59	-0.2	-26	2.4	-2	4	18	8	3	16
O=C(COC(=O)c1ccc(Br)c(S(=O)(=O)N2CCOCC2)c1)NCC1CCCO1 (stereo not drawn)	18	-3	0.9	-8	0.3	-1	17	-32	7	-3	19
COC(=O)/C(=C\c1cc(OC)c(OC)c(OC)c1)c1nc2ccccc2[nH]1	2	15	1.1	6	0.2	-4	13	0	2	10	14
COc1ccc(N2CCN(S(=O)(=O)c3cc4c(cc3C)NC(=O)CO4)CC2)cc1	10	-5	1.0	-18	-0.2	-2	8	1	x	-21	-20
Brc1c(CSc2nncn2-c2ccccc2)nc2ncccn12	-4	13	-0.1	10	-0.2	-1	10	0	6	7	11
Cc1cc(NC(=O)CCN2C(=O)/C(=C\c3ccccc3)SC2=S)no1	-6	-1	0.4	13	-0.1	-3	17	3	-4	28	-24
Cc1ccc(S(=O)(=O)N2CCCC2C(=O)NCCc2ccccc2)cc1 (stereo not drawn)	-6	1	0.3	-6	-0.2	3	5	5	7	-1	10
Nn1c(COc2cccc(Br)c2)nnc1SCC(=O)NCC1CCCO1 (stereo not drawn)	-2	-1	-0.4	0	-0.1	2	6	-1	5	-5	4
Cc1ccccc1C(=O)NCc1nnc(SCC(=O)N2CCN(c3ccccc3)CC2)n1C	-2	1	3.7	8	0.5	3	-3	-5	2	2	9
O=C(NNc1nc2ccccc2s1)Nc1ccc(F)cc1	-5	-58	2.0	-38	-0.2	-2	-193	-48	-67	-212	65*

3 compounds already listed, arranged by count of non-hydrogen atoms, falling:
SMILES	KKLEB cytotox	Shn3 inh set2	iPSC survival up	CF NFkB block	aDG glyco up	NR2E3 ag-1	HIF-2a inh	NR2E3 ag-2	MITF TRPM1 inh	Peg3 promoter	TWEAK-Fn14 inh
CCCCCN(C(=O)CCCSc1nncs1)c1c(N)n(CCCC)c(=O)[nH]c1=O	-2	-5	-0.9	-18	0.0	2	8	5	9	-2	12
O=C(c1cccs1)N1CCN(S(=O)(=O)c2cccc(Cl)c2Cl)CC1	-6	14	-0.5	16	0.1	x	15	13	-10	15	-16
CN1CC(=O)N(CC(=O)Nc2ccc3c(c2)CCC3)C1=O	-8	-1	-0.6	-10	-0.1	1	2	-2	-17	-6	-23
